Assay outcomes: PubChem BioAssay, National Center for Advancing Translational Sciences (NCATS)
GLP-1R inv ag: inverse agonists of human GLP-1 receptor; HEK293 GLP-1R CRE-luciferase, luminescence, 24 h; GLP-1R form is constitutively active; Potency, µM (titrated, usually from 38.3 µM), inactives show at the top dose activity change, negative = inhibition, most hits filed as inhibitors; hit rate 1.6% among 410,000; AID 624417; further: potency means the concentration at half of the fitted maximal effect; on the % scale 0 is the no-effect control and ±100 the full control effect; nearly all actives have a fitted effect of over 55% in size
Target sequence (P43220 whole entry, looked up): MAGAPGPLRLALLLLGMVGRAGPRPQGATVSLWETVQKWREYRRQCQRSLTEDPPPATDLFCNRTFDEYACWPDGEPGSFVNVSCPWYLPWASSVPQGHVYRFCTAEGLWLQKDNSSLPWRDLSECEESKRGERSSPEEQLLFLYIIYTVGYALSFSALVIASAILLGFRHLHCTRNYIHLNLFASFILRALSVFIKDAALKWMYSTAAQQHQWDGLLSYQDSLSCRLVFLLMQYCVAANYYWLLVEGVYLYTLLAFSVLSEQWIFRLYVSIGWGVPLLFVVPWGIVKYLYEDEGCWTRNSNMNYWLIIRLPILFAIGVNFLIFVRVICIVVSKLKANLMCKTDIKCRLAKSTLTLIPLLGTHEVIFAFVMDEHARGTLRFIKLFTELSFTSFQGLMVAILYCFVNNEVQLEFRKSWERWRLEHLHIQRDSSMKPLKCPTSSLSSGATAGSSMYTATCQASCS
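Seeding at 200 cells/uL, 12 h culture, 24 hr compound treatment, then luciferase reagent and a luminescence read; cells are HEK293 stably expressing a constitutively active GLP-1R plus cAMP-responsive luciferase.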
FUS yeast rescue: suppressors of FUS proteinopathy in yeast | S. cerevisiae FUS-expressing, growth rescue, OD600, 24 h | Potency, µM (series often up to 76.6 µM), without a hit: at the top dose growth rescue (activation), usual class: activators | hit rate 0.24% among 390,000 | AID 1347120;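 further: potency means the concentration at half of the fitted maximal effect; plate controls were DMSO vehicle for no effect and reference control for full effect; nearly all actives have a fitted effect of over 55% in size; some results filed as inactive show a strong effect at the top dose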
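Absorbance at 600 nm, taken 24hr after compound addition, measured rescue of FUS-yeast growth at 30C. Induction used 2% galactose with seeding at OD 0.005. Controls: CP55940 from 92uM final, DMSO only.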
DRD3 antagonist: antagonists of human D3 dopamine receptor; P35462; D3R cells, DiscoveRx beta-arrestin luminescence, antagonist mode; active compounds read low; max response, negative = inhibition, %; hit rate 2.5% among 360,000; AID 652054; in the data active means max response below about -50%; inconclusive means no clear call, values can overlap the other calls; further: on the % scale 0 is the no-effect control and ±100 the full control effect; mostly tested at two doses, the higher about 12 µM
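Cells expressing the human receptor were seeded at 1500 cells/well, incubated overnight at 37 degrees C in 5% CO2, then exposed to library compounds with dopamine controls for 90 minutes at 37 degrees C before luminescent detection.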
aSyn rescue: alpha-synuclein toxicity inhibition in yeast; Yeast expressing alpha-synuclein, growth rescue, BacTiter-Glo, 24 h; Potency, µM (doses to about 46.1 µM), for inactives: top-dose growth rescue (activation), usual class: activators; hit rate 0.14% among 370,000; AID 652106; further: potency means the concentration at half of the fitted maximal effect; % of control where 0% means no effect; nearly all actives have a fitted effect of over 65% in size
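Galactose-induced alpha-syn yeast (OD600=0.02, raffinose-pregrown) + pinned cpd, 24 hr, 30 deg C; growth by BacTiter-Glo luminescence. Growth restoration scores as activation.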
Akt phos inh: inhibitors of Akt phosphorylation; Neuro2A IGF-stimulated pAkt S473 HTRF, 20 min; active compounds read low; activity change, % for hits at 50 µM; hit rate 0.32% among 360,000; in the data active means activity change below about -80%; inconclusive means mostly about -51% to -80%; further: on the % scale 0 is the no-effect control and ±100 the full control effect
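Single-point screen (50 µM final compound) in Neuro2A cells stimulated 20 min with 6 nM IGF at 37 deg C. After lysis, Ser473-phosphorylated Akt read by HTRF (ex 330 nm, em 615/665 nm) as the 665/615 ratio.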
GLP-1R agonist: GLP-1 receptor (human) agonism | hit rate 0.007% among 380,000 | AID 624172 | Potency, µM (highest dose often 45.6 µM), inactives show top-dose activation, most hits filed as activators | HEK293 GLP-1R CRE-luciferase, luminescence, 4-6 h; cells express a hypersensitive GLP-1R form | P43220; further: potency means the concentration at half of the fitted maximal effect; % of control where 0% means no effect
TDP-43 yeast inh: TDP-43 toxicity inhibition in yeast; TDP-43 expressing yeast growth rescue, BacTiter-Glo, 24 h; Potency, µM (titrated, usually from 46.1 µM), for inactives: at the top dose growth rescue (activation), usual class: activators; hit rate 1.8% among 410,000; AID 652104; further: potency means the concentration at half of the fitted maximal effect; % of control where 0% means no effect; nearly all actives have a fitted effect of over 50% in size
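Galactose-induced TDP-43 yeast, OD600=0.02, compound pinned; 24 hr, 30 deg C; BacTiter-Glo luminescence for growth. Inhibitors of TDP-43 toxicity read as activators.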
PTHR1 ag: agonists of human PTHR1 parathyroid hormone receptor | Q03431 | HEK293 GP2 PTHR1 cells, GloSensor cAMP luminescence, 1 h | Potency, µM (titrated, usually from 115 µM), inactives show at the highest dose activation, usual class: activators | hit rate 0.075% among 410,000; further: potency means the concentration at half of the fitted maximal effect; nearly all actives have a fitted effect of over 55% in size; some results filed as inactive show a strong effect at the top dose; inactives centre near -15; many of its hits are not listed in these tables
Target sequence (Q03431 whole entry, looked up): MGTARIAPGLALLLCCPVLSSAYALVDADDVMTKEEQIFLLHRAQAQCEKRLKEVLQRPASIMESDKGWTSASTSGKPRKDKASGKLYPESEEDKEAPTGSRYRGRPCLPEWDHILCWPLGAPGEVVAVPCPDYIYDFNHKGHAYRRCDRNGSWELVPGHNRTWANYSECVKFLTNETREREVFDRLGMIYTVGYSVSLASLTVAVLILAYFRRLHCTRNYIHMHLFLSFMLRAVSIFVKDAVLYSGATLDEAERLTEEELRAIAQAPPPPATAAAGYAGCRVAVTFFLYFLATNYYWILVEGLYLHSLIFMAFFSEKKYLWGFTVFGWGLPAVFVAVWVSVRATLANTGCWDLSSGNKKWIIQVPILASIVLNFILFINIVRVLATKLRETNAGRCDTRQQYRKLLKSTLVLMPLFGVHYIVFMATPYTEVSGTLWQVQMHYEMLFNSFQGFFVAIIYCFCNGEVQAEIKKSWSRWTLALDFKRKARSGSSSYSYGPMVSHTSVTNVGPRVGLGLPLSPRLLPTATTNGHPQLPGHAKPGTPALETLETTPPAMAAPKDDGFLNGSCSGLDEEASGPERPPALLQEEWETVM
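HEK-293-derived GP2 cells expressing PTHR1 and a GloSensor cAMP reporter, 3,000/well, plated overnight, given luciferin plus IBMX (each 0.5 mM as added) for 1 h at 37 °C, then compound for 1 h at 37 °C. Luminescence was read after 15 min at room temperature.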
Abeta yeast res: restores growth of yeast expressing A-beta42 peptide; yeast expressing A-beta42, growth rescue, OD600, 48 h; response scale: 0% DMSO, 100% iron-clioquinol control; Potency, µM (top dose mostly 46.1 µM), for the others: at the highest dose growth rescue, actives largely listed as activators; AID 1347071; hit rate 0.063% among 410,000; further: potency means the concentration at half of the fitted maximal effect; nearly all actives have a fitted effect of over 55% in size
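Growth rescue measured by 600 nm absorbance after 48 h yeast culture at 30 C with compound. Values normalized between DMSO and an equimolar ferric chloride plus clioquinol control.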
Numbers without * were called inactive; i = inactive; ? = inconclusive; . = no result given; & = joins results of further samples; [ ] = another dose, or the depositor's remark. Unless noted, the call rests on the fitted dose curve; in most records, active means well fitted curve in the direction sought with a large enough effect; inconclusive means small, poorly fitted or top-dose-only effect, or another doubt; inactive means no such curve, though single readings can be large; an effect the other way counts as inactive or inconclusive. A portion of the library; count on the stated rates, not on these rows.

SMILES	GLP-1R inv ag	FUS yeast rescue	DRD3 antagonist	aSyn rescue	Akt phos inh	GLP-1R agonist	TDP-43 yeast inh	PTHR1 ag	Abeta yeast res
COc1ccc(-c2cc(Cl)cc3c(=O)c4ccccc4n(C)c23)cc1F	-8%	-5%	4	-15%	i	5%	20%	-36%[inhibitor]	6%
O=C(C[n+]1ccccc1)N/N=C/c1cccc(Cl)c1Cl	-17%	-20%	-3	?	i	-8%	?	i	-21%
CC(=O)N1CC(=O)N(CC(=O)Nc2ccc(Br)cc2)C1=S	-1%	25%	10	-3%	i	0%	-17%	i	1%
O=C(Nc1ccc(Cl)cn1)c1ccccc1F	?	14%	-7	0%	i	-3%	-3%	-23%	-11%
N#Cc1c(N)n(C2OC(CO)C(O)C2O)c2ncnc(N)c12 (stereo unspecified)	?	.	?	3%	i	-13%	27%	i	5%
CN(C)CCCOc1nc2c(c(=O)n(C)c(=O)n2C)n1C	13%	17%	10	8%	i	10%	10%	i	5%
CC(C)C[C@@H](CN1CCC[C@H]1CN1C(=O)C(=O)NC[C@@H]1Cc1ccccc1)N1C[C@H](Cc2ccc(O)cc2)N(CC2CCCCCC2)C(=O)C1=O	?	39%	1	1%	i	-8%	0%	i	-8%
Cc1cc(-c2ccccc2)c(C#N)c(=S)[nH]1	7%	.	-28	-1%	i	-8%	?	i	4%
C=CCCC(=O)Nc1nc(C)c(-c2csc(Nc3ccc(Cl)cc3Cl)n2)s1	10%	?	5	4%	i	14%	17%	2%	2%
COc1cc(NS(=O)(=O)c2ccc(NC(=O)C34CC5CC(CC(C5)C3)C4)cc2)ncn1	-9%	0%	19	0%	i	14%	-10%	i	-13%
COc1ccc(N2CCN(C(=O)CCc3nnc4n(C)c(=O)c5sccc5n34)CC2)cc1	6%	-2%	.	.	.	1%	?	-16%	4%
CCCCC(=O)Nc1ccc(N2CCN(C(=O)CC)CC2)cc1	-4%	11%	10	1%	i	-16%	-11%	-8%[57.5 µM]	12%
COCCn1c(=NC(=O)c2ccc(S(=O)(=O)N3CCc4ccccc4C3)cc2)sc2cc(OC)ccc21	0%	.	9	0%	i	-9%	11%	i	-8%
Cc1cccc(N2CCN(C3=NC(=O)C(Cc4ccccc4)S3)CC2)c1 (stereo unspecified)	?	3%	10	3%	i	3%	?	-11%	-28%
COCCCNC(=S)N(Cc1cccnc1)Cc1ccc(OC)c(OC)c1	5%	20%	-15	-1%	i	14%	-34%[inhibitor]	i	6%
CC(C)C(=O)NC(=S)N(Cc1ccccc1)Cc1ccccc1	?	24%	-8	-16%	i	-8%	-4%	-55%[inhibitor]	18%
CCOC(=O)C1=C(C)NC(=O)NC1c1cc(C)sc1C (stereo unspecified)	4%	0%	-5	-1%	i	2%	-11%	i	4%
O=C1CS(=O)CN1c1ccc(Oc2ccccc2)cc1 (stereo unspecified)	10%	15%	0	3%	i	7%	-22%[0.397 µM]	i	-2%
CCOc1ccc(CCNC(=O)COC(=O)c2cccc(S(=O)(=O)N3CCCCC3)c2)cc1OCC	2%	?	-11	-6%	i	6%	-12%	i	-2%
C[C@H]1CN([C@@H](C)CO)C(=O)c2cc(NC(=O)c3ccncc3)ccc2O[C@H]1CN(C)Cc1ccc(C(=O)O)cc1	15%	-11%	-11	-7%	i	7%	?	-21%	0%
O=C1COc2ccc(C(=O)CSc3nnc(NCc4ccccc4)s3)cc2N1	-13%	-10%	12	-3%	i	0%	-2%	i	-16%
Cc1ccc(C)c(OCCCC(=O)Nc2ccccc2C(N)=O)c1	?	-1%	-27	1%	i	4%	-11%	-4%	-12%
COc1ccccc1C(=O)N/N=C/c1c[nH]c2ccccc12	9%	-13%	-11	-1%	i	4%	7%	-9%	12%
COc1ccc(C)cc1NC(=O)COC(=O)c1ccc([N+](=O)[O-])o1	10%	-4%	13	2%	i	2%	11µM*	0%	-87%[inhibitor]
Brc1cccc(-c2cnco2)c1	0%	19%	-10	-2%	i	-1%	-14%	29%	-4%

In the list so far, these contain fluorine.
SMILES	GLP-1R inv ag	FUS yeast rescue	DRD3 antagonist	aSyn rescue	Akt phos inh	GLP-1R agonist	TDP-43 yeast inh	PTHR1 ag	Abeta yeast res
COc1ccc(-c2cc(Cl)cc3c(=O)c4ccccc4n(C)c23)cc1F	-8%	-5%	4	-15%	i	5%	20%	-36%[inhibitor]	6%
O=C(Nc1ccc(Cl)cn1)c1ccccc1F	?	14%	-7	0%	i	-3%	-3%	-23%	-11%

The main list resumes with the 6 entries that preceded the break.
SMILES	GLP-1R inv ag	FUS yeast rescue	DRD3 antagonist	aSyn rescue	Akt phos inh	GLP-1R agonist	TDP-43 yeast inh	PTHR1 ag	Abeta yeast res
C[C@H]1CN([C@@H](C)CO)C(=O)c2cc(NC(=O)c3ccncc3)ccc2O[C@H]1CN(C)Cc1ccc(C(=O)O)cc1	15%	-11%	-11	-7%	i	7%	?	-21%	0%
O=C1COc2ccc(C(=O)CSc3nnc(NCc4ccccc4)s3)cc2N1	-13%	-10%	12	-3%	i	0%	-2%	i	-16%
Cc1ccc(C)c(OCCCC(=O)Nc2ccccc2C(N)=O)c1	?	-1%	-27	1%	i	4%	-11%	-4%	-12%
COc1ccccc1C(=O)N/N=C/c1c[nH]c2ccccc12	9%	-13%	-11	-1%	i	4%	7%	-9%	12%
COc1ccc(C)cc1NC(=O)COC(=O)c1ccc([N+](=O)[O-])o1	10%	-4%	13	2%	i	2%	11µM*	0%	-87%[inhibitor]
Brc1cccc(-c2cnco2)c1	0%	19%	-10	-2%	i	-1%	-14%	29%	-4%
Oc1cccc(Oc2ncc(C(F)(F)F)cc2Cl)c1	?	-2%	7	1%	i	23%	21%	i	25%
COc1cc(CNn2c(C)n[nH]c2=S)cc(Br)c1OCC(=O)NC(C)(C)C	23%	27%	-12	-1%	i	3%	20%	?	30%
C[C@H](NC(=O)[C@@H]1Cc2ccccc2CN1C(=O)OC(C)(C)C)C(=O)NC1CCCCC1	8%	33%	-2	1%	i	-4%	-13%	i	11%
CCOC(=O)c1c(CSc2ccc(CC)cc2)oc2ccc(O)c(CN(C)C)c12	2.5µM*	20%	-64*	2%	i	18%	4%	-11%	-23%
CC(=O)C(C(c1ccccc1)N1CCOCC1)N1CCOCC1 (stereo unspecified)	-5%	32%	-28	-6%	i	3%	0%	-23%	4%
Clc1ccccc1OCc1nc(-c2ccc(Br)o2)no1	?	-14%	-21	7%	i	21%	0%	-5%	2%
CS(=O)(=O)c1ccc(Cl)c(NC(=O)COC(=O)C23CC4CC(CC(C4)C2)C3)c1	?	-1%	8	8%[1.84 µM]	i	10%	17%	-21%	?
Cc1cc(Nc2cccc(Cl)c2)nc2ccc(NC(=O)Cc3ccc(Cl)cc3)cc12	5.6µM*	?	.	.	.	-6%	?	-11%	0%
CC1CCCCN1CCCNC(=O)Cn1ncc2c([nH]c3ccccc32)c1=O (stereo unspecified)	-15%&-3%	23%&-9%	-6	0%	i	-5%	0%&5%	27%&-17%	-10%&-10%
COc1ccc(C(=O)NCCn2cc(SCC(=O)Nc3ccc4c(c3)OCCO4)c3ccccc32)cc1OC	10%	?	.	.	.	0%	13%	-16%	-7%
Cc1ccc(/C=N/NC(=O)CN2CCN(S(=O)(=O)c3ccc(Br)cc3)CC2)s1	-29%	0%	3	0%	i	13%	21%	-4%	16%
COc1ccc(C(c2c(C)n(C)n(-c3ccccc3)c2=O)c2c(C)n(C)n(-c3ccccc3)c2=O)cc1OC	8%	7%	-22	-4%	i	-1%	-22%	?	4%
CCOc1ccc(N2C(=O)CC(N3CCN(C(=O)c4ccco4)CC3)C2=O)cc1 (stereo unspecified)	12%	-4%	12	1%	i	7%	16%	i	15%
CCOC(=O)[C@]12CCC=C1N(Cc1cccc3ccccc13)C(=O)[C@H](CC(=O)N1CCCCC1)C2	?	?	18	29%	i	14%	22%	-9%	14%
Cc1cc(S(=O)(=O)N2CCCCCC2)c(Cl)cc1Cl	?	10%	2	2%	i	-2%	?	i	-5%
CCc1ccc(-c2nn(CC(=O)Nc3ccccc3C)c3c2cnc2ccc(C)cc23)cc1	3%	-21%	.	.	.	.	?	i	5%
CC(=O)c1c(NCc2ccccc2)nc(=O)n(-c2ccccc2)c1C	-7%	13%	-6	0%	i	-5%	12%	10%[57.5 µM]	-8%
NC(=O)c1nn(-c2ccccc2)nc1NC(=O)Cn1nnc(-c2ccccc2)n1	5%	.	7	-3%	i	-9%	7%	i	0%
COc1ccc(CCNC(=O)CSc2nnc(-c3ccccc3)c3ccccc23)cc1OC	5%	.	18	3%	i	23%	13%	-20%	15%
Cc1cc(Cl)ccc1NNC(N)=S	3%	20%	0	-21%	i	0%	0%	-37%	?
CCOC(=O)c1cc(NC(=O)N(CC)C2CCCCC2)c(C)nc1C	6%	21%	9	-1%	i	3%	-12%	i	15%
COc1ccc(NC(=O)CC2(Cc3ccccc3)CCOC(C)(C)C2)cc1 (stereo unspecified)	?	.	-13	0%	i	-3%	?	-23%	-13%
CCCS(=O)(=O)c1nc(S(=O)(=O)c2ccc(C)cc2)c(N(CC)CC)s1	7%	-1%	.	.	.	.	-18%	?	-31%
CCOC(=O)c1[nH]c2ccc(Cl)cc2c1NC(=O)/C=C/c1ccc2c(c1)OCO2	24%	-6%	6	-6%	i	-18%	5%	0%	-9%
O=C(c1ccco1)N1CCN(C(=S)Nc2cc(F)cc(F)c2)CC1	-23%	0%	-17	1%	i	-4%	-13%	i	4%
